# Compound activity from PubChem BioAssay.
# core dimer inh = HCV core protein dimerization inhibition; TR-FRET GST/Flag-core106 dimerization, 1536-well; inhibition, % at 5 µM; 0.33% of 300,000 active; AID 1899;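 active means inhibition above the mean of all tested compounds plus 3 SD, set per screening campaign, cut at about 45% in these data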
#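 Assay system – GST-tagged and Flag-tagged HCV core protein residues 1-106 · Quantity – core106 proteins, GST 13.5 nM and Flag 17 nM · Benchmarks – unlabelled core106 and no-GST-core106 wells · Read-out basis – percent inhibition of core106 dimerization signal · Detection – time-resolved FRET, ex 340 nm, em 617 and 671 nm · Schedule – 4 h at 22.5 °C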
# procasp7 counter = activates human procaspase-7, counter-screen for procaspase-3 activators; P55210; recombinant procaspase-7, Ac-DEVD-pNA absorbance 405 nm; D23A/D198A/D206A triple mutant, cannot self-cleave; scale: DMSO 0, 5 µM enzyme 100; activation, % at 8.5 µM; 0.093% of 330,000 active; AID 463210;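 active means percent activation above the screen-wide mean plus 3 SD, cut at about 25% in these data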
# Target sequence (P55210 whole entry D23A/D198A/D206A): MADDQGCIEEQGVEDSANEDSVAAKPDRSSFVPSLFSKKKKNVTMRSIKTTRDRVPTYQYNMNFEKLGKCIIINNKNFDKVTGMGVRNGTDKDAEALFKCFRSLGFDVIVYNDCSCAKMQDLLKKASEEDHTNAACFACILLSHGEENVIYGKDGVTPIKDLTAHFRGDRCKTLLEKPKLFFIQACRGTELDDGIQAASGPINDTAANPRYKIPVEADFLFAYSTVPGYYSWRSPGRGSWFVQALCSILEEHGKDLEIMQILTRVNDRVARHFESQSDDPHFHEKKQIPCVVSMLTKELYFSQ
#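 buffer or medium = Zinc-free HEPES/NaCl buffer, pH 7.4 | material = Procaspase-7 triple mutant (PC-7 D3A) | input = 2 µM procaspase-7 mutant as dispensed | signal = Epi-absorbance of released pNA at 405 nm, two timepoints | timing = 1 h preincubation, 2 h reaction | replicates = singlicate compound testing | evaluation = % activation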
# proCasp3 act = activators of human procaspase-3. P42574. recombinant procaspase-3 D3A, Ac-DEVD-pNA absorbance 405 nm. activation, % at 8.5 µM. 0.11% of 330,000 active. AID 463141;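 active means activation above the mean of all tested compounds plus 3 SD, cut at about 21% in these data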;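 further: 0% = DMSO alone and 100% = DMSO wells spiked with extra 5 µM PC-3 D3A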
#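 System: Procaspase-3 D3A mutant. Medium: Zinc-free 300 mM NaCl, 50 mM HEPES, 0.01% Triton X-100. Schedule: 1 h preincubation plus 2 h reaction at 25 °C. Measured by: 405 nm absorbance of p-nitroaniline, reads at 0 and 120 min. Read-out: percent activation relative to control range.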
# CTSL1 counter = blocks F. hepatica cathepsin L1 in PFM18AAP counter-screen; 0.49% of 300,000 active; inhibition, % at 5.96 µM; recombinant F. hepatica cathepsin L1, Z-Leu-Arg-MCA fluorescence; AID 1906;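 active means inhibition above the mean of all tested compounds plus 3 SD, set per screening campaign, cut at about 17% in these data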;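 further: 0% = plate median of test compound wells and 100% = 1 µM Z-Phe-Ala-diazomethylketone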
# PP5 primary = inhibitors of human protein phosphatase 5 (PP5) | P53041 | purified PP5c, OMFP substrate fluorescence | 0.18% of 320,000 active | inhibition, % at 6.7 µM | AID 1987;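 active means inhibition above the campaign's mean inhibition across all tested compounds plus 3 SD, cut at about 9.5% in these data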;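 further: 0% = DMSO only and 100% = 100 µM cantharidin control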
# TPT1 inhibitor = C. albicans TPT1 enzyme inhibition. 0.81% of 300,000 active. recombinant caTPT1, FP RNA substrate dephosphorylation. inhibition, % at 5 µM;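 active means inhibition above the mean of all tested compounds plus 3 SD, set per screening campaign, cut at about 24% in these data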;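 further: plate controls were DMSO alone for no effect and ferristatin control at 100 nM for full effect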
# PP1 counter = blocks human PP1-alpha phosphatase, a PP5 counter-screen; P62136; purified PP1alpha, OMFP fluorescence; inhibition, % at 6.7 µM; 0.9% of 320,000 active;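 active means inhibition above the mean inhibition of all tested compounds plus 3 SD, computed separately for each screening campaign, cut at about 15% in these data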
# Target sequence (P62136 whole entry, looked up): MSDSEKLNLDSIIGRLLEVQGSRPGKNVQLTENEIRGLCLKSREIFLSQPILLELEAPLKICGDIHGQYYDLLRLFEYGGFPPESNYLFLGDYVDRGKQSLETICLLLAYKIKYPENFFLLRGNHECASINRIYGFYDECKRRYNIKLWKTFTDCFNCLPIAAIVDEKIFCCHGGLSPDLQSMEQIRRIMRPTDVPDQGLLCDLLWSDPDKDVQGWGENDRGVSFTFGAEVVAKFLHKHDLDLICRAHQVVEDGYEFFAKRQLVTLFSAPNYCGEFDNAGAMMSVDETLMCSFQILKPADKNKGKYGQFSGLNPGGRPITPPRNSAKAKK
# JMJD2C inh = human JMJD2C demethylase inhibition; AID 2099; GST-JMJD2C(1-420) H3K9me3 demethylation, DELFIA europium; 0.069% of 330,000 active; inhibition, % at 2.35 µM; Q9H3R0;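 active means more than half of a compound's replicate wells show inhibition beyond 50%, single wells judged on their own value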;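 further: signal counts dimethyl H3K9 product captured on neutravidin plate; 0% = median of DMSO wells and 100% = 0.3 times that DMSO median; strong numbers were not always called active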
# Target sequence (Q9H3R0 1-420 limits assumed): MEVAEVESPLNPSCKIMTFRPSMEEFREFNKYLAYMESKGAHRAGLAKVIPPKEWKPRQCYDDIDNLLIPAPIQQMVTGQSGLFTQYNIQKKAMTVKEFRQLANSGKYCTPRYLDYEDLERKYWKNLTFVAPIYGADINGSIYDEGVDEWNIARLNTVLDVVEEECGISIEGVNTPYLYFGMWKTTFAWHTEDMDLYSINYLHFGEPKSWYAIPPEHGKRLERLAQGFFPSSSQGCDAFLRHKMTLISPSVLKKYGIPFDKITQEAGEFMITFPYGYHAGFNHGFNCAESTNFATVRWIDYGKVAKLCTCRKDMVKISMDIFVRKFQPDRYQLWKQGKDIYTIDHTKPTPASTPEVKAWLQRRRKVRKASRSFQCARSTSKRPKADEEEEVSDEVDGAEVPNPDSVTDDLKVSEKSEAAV
# Efflux pump mplx = blocks antifungal efflux pumps in multiplex yeast assay. S. cerevisiae Candida pump triplex, Nile Red efflux. inhibition, % at 10 µM. 0.44% of 330,000 active. AID 485275;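 active means plate passing quality check with inhibition over a set limit, or well fluorescence over plate mean plus 4 SD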;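 further: Nile Red retained in pooled yeast measured as flow cytometry median fluorescence; 0% = buffer negative control and 100% = Enniatin B positive control; higher means more Nile Red kept so more efflux inhibition; some compounds called inactive have numbers as strong as hits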
# The depositor's hits bear a star; . = no result given. Hits appear at their usual frequency; about 2.9% have a hit in one of these screens.
SMILES,core dimer inh,procasp7 counter,proCasp3 act,CTSL1 counter,PP5 primary,TPT1 inhibitor,PP1 counter,JMJD2C inh,Efflux pump mplx
CC(C)(C)C(=O)N1CCN(c2ncccc2C(F)(F)F)CC1,2,3,2,-1,2.0,-2,-8,-11,0.0
COc1cccc(CC2(CO)CCN(CC3=CC[C@H]4C[C@@H]3C4(C)C)CC2)c1,0,14,1,-2,-0.8,-2,-7,-2,-0.1
O=C(O)C1CCCCN1C(=O)c1cc2c(s1)CCCCC2 (stereo unspecified),.,-11,3,.,2.6,.,-6,-3,0.0
O=C1CC2c3ccccc3C1C1C(=O)N(CCO)C(=O)C21 (stereo unspecified),-7,6,2,1,-2.5,-5,-3,-3,-0.1
Cn1nc(C(F)(F)F)c(CN2CC(C)(C)C2=O)c1N1CCOCC1,-2,13,9,-1,-0.1,4,-4,19,0.1
CC(=O)N1CCc2cc(Br)cc(S(=O)(=O)NCc3ccccn3)c21,0,9,-2,0,1.6,-1,11,37,0.0
CCn1c(SCC(=O)Nc2cccc(C)c2)nc2nc3c(cc2c1=O)COC(C)(C)C3,-1,3,-19,3,1.8,-2,6,-5,0.1
N#Cc1ccccc1OCC(=O)OCC(=O)NC1CCCCCC1,.,2,4,.,2.7,.,1,0,0.0
OCCN(Cc1ccccc1)C(=S)NC1CCCCC1,-5,1,8,0,1.6,-2,-2,2,0.1
CCN(CCCNC(=O)C1CCC(=O)N1Cc1ccccc1Cl)c1cccc(C)c1 (stereo unspecified),-5,-9,4,-8,3.9,0,1,-2,-0.1

# Whole records, looked up by structure. Screens in order: core dimer inh	procasp7 counter	proCasp3 act	CTSL1 counter	PP5 primary	TPT1 inhibitor	PP1 counter	JMJD2C inh	Efflux pump mplx
# O=C(O)C1CCCCN1C(=O)c1cc2c(s1)CCCCC2 (stereo unspecified) in the list: .	-11	3	.	2.6	.	-6	-3	0.0
# CC(C)(C)C(=O)N1CCN(c2ncccc2C(F)(F)F)CC1 in the list: 2	3	2	-1	2.0	-2	-8	-11	0.0

# Two entries from above, as labelled records:
> CC(=O)N1CCc2cc(Br)cc(S(=O)(=O)NCc3ccccn3)c21
- core dimer inh = 0
- procasp7 counter = 9
- proCasp3 act = -2
- CTSL1 counter = 0
- PP5 primary = 1.6
- TPT1 inhibitor = -1
- PP1 counter = 11
- JMJD2C inh = 37
- Efflux pump mplx = 0.0

> CCN(CCCNC(=O)C1CCC(=O)N1Cc1ccccc1Cl)c1cccc(C)c1 (stereo unspecified)
- core dimer inh = -5
- procasp7 counter = -9
- proCasp3 act = 4
- CTSL1 counter = -8
- PP5 primary = 3.9
- TPT1 inhibitor = 0
- PP1 counter = 1
- JMJD2C inh = -2
- Efflux pump mplx = -0.1

# Continuation:
SMILES,core dimer inh,procasp7 counter,proCasp3 act,CTSL1 counter,PP5 primary,TPT1 inhibitor,PP1 counter,JMJD2C inh,Efflux pump mplx
COc1ccccc1OCCC(=O)OCC(=O)Nc1ccc(S(=O)(=O)N2CCOCC2)cc1,-9,5,-6,-24,0.8,-1,1,-2,-0.2
CCCCN(CCCC)S(=O)(=O)c1ccc(NC(=O)c2cccs2)cc1,14,-6,5,2,9.0,0,-1,0,0.3
CCN(C(=O)COC(=O)c1cc(-c2ccccc2)nn1-c1ccccc1)C1CCS(=O)(=O)C1 (stereo unspecified),3,0,14,-2,-0.8,-4,-7,-10,-0.1
O=C(CC1C(=O)NCCN1Cc1cccc(C(F)(F)F)c1)NCCc1cnccn1 (stereo unspecified),-6,1,2,-5,1.8,-8,-6,11,1.2
C=CCOC(=O)C1=C[C@H](C2CCCCC2)[C@@H](CCCO)[C@H](OCC)O1,-12,-4,0,6,2.9,-1,2,-14,.
COC(=O)CCCC1=CC2=CC(=O)C(C)(OC(=O)c3ccco3)C(=O)C2=CO1 (stereo unspecified),12,-15,0,-4,2.4,-9,15,7,.
O=C(Cn1c(=O)[nH]c2ccccc2c1=O)N1CCN(Cc2ccc3c(c2)OCO3)CC1,6,5,7,0,0.5,-13,0,-3,-0.4
Nc1ccccc1C(=O)NCC1(c2ccccc2)CCCC1,-7,-4,-12,18*,3.1,-1,-8,69,-0.1
Cc1cccc(NC(=O)c2cccc(NC(=O)c3ccco3)c2)c1C,-2,0,-16,3,1.1,-5,-5,2,0.0
COc1ccc(-c2cc(C(=O)Nc3cc(Cl)ccc3OC)no2)cc1,0,2,7,-4,0.2,0,-3,5,-0.2
Cc1cc(NC(=O)Nc2ccccc2[N+](=O)[O-])n(C)n1,5,-8,4,-1,-0.8,5,-1,8,0.1
Cc1ccc(NC(=O)Nc2ccccc2C#N)c(Cl)c1,-5,-2,-4,1,0.6,-5,-12,-8,0.3
CS(=O)(=O)N(CC(=O)Nc1ccccc1C(=O)N1CCCC1)c1cccc([N+](=O)[O-])c1,0,4,1,2,-0.7,0,-1,1,0.1
CCOC(=O)C1CCN(S(=O)(=O)c2ccc3c(ccn3C)c2)CC1,5,6,0,-1,1.9,-1,-3,7,-0.2
O=C(COc1ccc(S(=O)(=O)N2CCCCC2)cc1)N1CCCC1,-16,-13,4,-4,3.1,-2,7,3,-0.5
CN(C)S(=O)(=O)c1ccc(NC=C(C#N)C#N)cc1,5,8,1,2,-1.5,10,-2,-6,-0.1
N#Cc1ccccc1S(=O)(=O)N1CCN(C(=O)C2COc3ccccc3O2)CC1 (stereo unspecified),.,6,9,.,1.2,.,-5,-8,-0.1
Cc1nc2ccc(F)cc2cc1C(=O)NC(C)C,1,0,3,-1,3.9,8,0,4,0.5
COc1ccc(C2C(C(=O)N3CCCCC3)c3ccccc3C(=O)N2C)cc1 (stereo unspecified),-3,8,-1,-2,1.1,-1,-3,-4,-0.2
CCOC(=O)CN1Cc2cccc(C(=O)O)c2C1=O,1,5,-4,1,-2.9,1,1,5,-0.1
O=C(CCSc1nnc(-c2ccncc2)o1)Nc1ccc(Cl)cc1,-3,4,6,-2,0.7,0,0,8,0.1
COc1cc(C(C)=O)ccc1Oc1ncnc2c1cnn2-c1ccc(F)cc1,8,-1,0,2,-1.3,0,-2,-7,0.0
Cn1c(=O)oc2cc(S(=O)(=O)N3CCC(C(=O)N4CCN(c5ccccc5)CC4)CC3)ccc21,-1,14,8,3,-1.3,-7,2,.,-0.1
CCOC(=O)C(C)C1(O)c2ccccc2-c2ncccc21 (stereo unspecified),-1,0,5,-2,-0.3,-4,-5,-7,0.0
CCOC(=O)C1=C(COC(=O)c2cc(OC)c(OC)c(OC)c2)NC(=O)NC1C (stereo unspecified),-1,1,13,0,-1.8,0,-2,0,0.1
COc1ccc(C2CC(=O)C3=C(C2)Nc2ncnn2C3c2ccccc2C)c(OC)c1 (stereo unspecified),-2,3,0,0,4.0,0,7,-2,0.0
CCN1CCC(NC(=O)Nc2ccc(F)cc2)CC1,-11,-4,-3,-3,2.8,1,0,-9,0.1
COc1ccccc1C1=NN(C2=NN=C(N)Cc3ncnn32)C(O)(C(F)(F)F)C1 (stereo unspecified),-1,6,10,-5,0.5,0,-2,-11,-0.1
O=C(Nc1cc(Cl)ccc1Oc1ccccc1)c1ccccc1F,1,-5,0,-1,-1.7,2,1,-3,0.0
CC1CCCN(S(=O)(=O)c2ccc(C(=O)Nc3ccccc3-c3nc4ccccc4[nH]3)cc2)C1 (stereo unspecified),0,0,-5,0,1.8,1,-1,-3,-0.2
CC1=C(C(=O)Nc2ccccc2)C(c2ccco2)NC(=S)N1 (stereo unspecified),-3,-6,-4,1,0.6,1,-4,2,-0.1
CCc1cc(CNC(=O)c2ccc(OC)c(OC3CCN(C(C)C)CC3)c2)on1,4,9,2,-2,-0.2,-3,1,-6,-0.1
COc1cccc(NC(=O)COC(=O)CCS(=O)(=O)c2ccc(C)cc2)c1,5,-4,4,-54,0.1,0,-2,3,0.0
CC(C)(C)OC(=O)NCCc1nnc(SCc2ccccc2)o1,4,-7,-1,1,-0.5,-2,1,-6,0.0
COc1ccc2nc(SCC(=O)NCc3ccc(OC)c(OC)c3)[nH]c2c1,9,-9,1,2,4.9,-2,-3,11,0.0
CCCCc1nnc(NC(=O)CCS(=O)(=O)c2ccc(C)cc2)s1,.,8,3,.,2.7,.,0,5,0.1
COC(=O)c1ccc(CSc2n[nH]c(C)n2)o1,-1,3,11,0,2.2,1,-2,0,0.1
O=C(NC(Cc1c[nH]c2ccccc12)C(=O)O)c1ccc2c(c1)OCO2 (stereo unspecified),2,4,-1,4,-0.3,1,0,-4,2.7
CCNC(=S)NNC(=O)c1cc(C2CC2)nc2ccccc12,-3,-2,2,5,2.0,-2,-2,5,-0.6
O=C1CC(Sc2ncccn2)C(=O)N1c1ccccc1 (stereo unspecified),0,-16,-32,-3,-1.5,-5,3,-16,0.0

# Next part (six carried over from the part before).
SMILES,core dimer inh,procasp7 counter,proCasp3 act,CTSL1 counter,PP5 primary,TPT1 inhibitor,PP1 counter,JMJD2C inh,Efflux pump mplx
COc1ccc2nc(SCC(=O)NCc3ccc(OC)c(OC)c3)[nH]c2c1,9,-9,1,2,4.9,-2,-3,11,0.0
CCCCc1nnc(NC(=O)CCS(=O)(=O)c2ccc(C)cc2)s1,.,8,3,.,2.7,.,0,5,0.1
COC(=O)c1ccc(CSc2n[nH]c(C)n2)o1,-1,3,11,0,2.2,1,-2,0,0.1
O=C(NC(Cc1c[nH]c2ccccc12)C(=O)O)c1ccc2c(c1)OCO2 (stereo unspecified),2,4,-1,4,-0.3,1,0,-4,2.7
CCNC(=S)NNC(=O)c1cc(C2CC2)nc2ccccc12,-3,-2,2,5,2.0,-2,-2,5,-0.6
O=C1CC(Sc2ncccn2)C(=O)N1c1ccccc1 (stereo unspecified),0,-16,-32,-3,-1.5,-5,3,-16,0.0
CC1CCCCC12NC(=O)N(CC(=O)NCC(=O)Nc1ccc(F)c(F)c1F)C2=O (stereo unspecified),.,-18,3,.,2.8,.,1,-2,-0.1
Cc1cc(C)nc(NC(=O)CSc2ccccn2)n1,1,-14,-7,-6,-6.2,2,1,-5,0.3
O=C(Nc1cccc2ccccc12)N1CCOCC1,5,-2,-10,0,2.9,0,-7,-25,0.1
O=C(Nc1ccc(Cl)cc1)N1CC=CCC1,2,0,3,-2,-0.9,1,-3,-3,-0.1
CN1C(=O)NC(c2ccc(O)cc2)C2=C1CN(c1ccccc1)C2=O (stereo unspecified),1,8,0,-3,0.1,0,-4,10,-0.1
Cc1cc(S(=O)(=O)N2CCCc3ccccc32)ccc1-n1cnnn1,-2,5,-1,-1,3.2,-1,0,-3,-0.1
COc1ccc(CNC(=O)NC2CCCCC2)cc1,-4,12,9,-3,2.7,1,2,0,-0.1
